# Screens: PubChem BioAssay, Broad Institute
# LGR2 inh – inhibitors of bursicon-induced Drosophila LGR2 receptor cAMP signaling | 0.35% of 380,000 active | inhibition, % at 9.99 µM | HEK293 LGR2, CRE-luciferase, bursicon-stimulated, 4 h | AID 720647;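 active = drop in luminescence signal, shown as inhibition above about 50% in the replicate tests, limit read from the data, passing the limit was not always enough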;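 note: agonist challenge used bursicon conditioned medium at about half maximal strength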
# ARNT-TACC3 inh – disruptors of human ARNT/TACC3 interaction. Q9Y6A5. AlphaScreen His-ARNT PAS-B/GST-TACC3 binding, luminescence; TACC3 fragment carries E629A point mutation. inhibition, % at 9.99 µM. 0.66% of 390,000 active;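 active = mean inhibition of replicates at least 50% and at least half of replicates each reaching 50%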;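 note: 0% = complete ARNT plus TACC3 wells and 100% = ARNT alone without TACC3; many hits fall short of the cut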
# Cneo AK release – Cryptococcus neoformans lysis via adenylate kinase release; C. neoformans lysis, adenylate kinase release luminescence, 4 h; normalised: neutral wells 0, clomiphene wells 100; lysis activity, % at 15 µM; 0.2% of 360,000 active; AID 651654;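 active = mean lysis activity across replicates of at least 80%, whatever share of replicates individually reach that level; inactive = mean lysis activity below 80%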
#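 Assay system: C. neoformans cells. Amount: yeast cell density of 5 × 10^6 cells/mL. Technique: AK luminescence. Buffer or medium: YPD. Times: static 4 h at 37 °C with compound, 1 h detection. Dosing: single-point compound dose. Read-out: lysis from increased AK signal.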
# GSIS activator – GLuc luminescence reporter in INS-1E cells, primary screen for activators of glucose-dependent secretion of insulin. activation, % at 16.6 µM. AID 743287. INS-1E GLuc reporter insulin secretion, 2-3 h. 0.61% of 370,000 active;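 active = lowest replicate activation of at least 40%, so every replicate reaches that level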;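 note: 0% = median of neutral control wells and 100% = median of IBMX positive control wells; some compounds called inactive have numbers as strong as hits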
# PglD DTNB – blocks C. jejuni PglD acetyltransferase activity | 0.098% of 360,000 active | purified PglD enzyme, DTNB colorimetric CoA detection | inhibition, % at 12.5 µM; in the data active = inhibition above about 16%, passing the limit was not always enough; note: strong numbers were not always called active
# PGC1a acetyl inh – PGC1a acetylation modulation, inhibitor mode; U2OS PGC1a acetylation, AlphaScreen anti-acetyl-lysine; with virally co-expressed GCN5 acetyltransferase; inhibition, % at 15.6 µM; 0.17% of 350,000 active; AID 651687;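 active = every replicate shows inhibition of at least 40%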;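 note: 0% = neutral control wells and 100% = positive control wells; some results beyond the cut were filed as inactive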
# Statin myotox sup – suppression of simvastatin myotoxicity; rescue of ATP level, % at 7.49 µM; 0.78% of 330,000 active; C2C12 myotubes + simvastatin, ATP luminescence, 48 h; scaled: DMSO 0, geranylgeraniol control 100;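 active = mean ATP rescue above about 67%, or every replicate alone reaching that limit, limit read from the data, passing the limit was not always enough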;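 note: myotubes were challenged with 10 µM simvastatin during compound exposure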
# PAX8 reporter – inhibitors of PAX8 transcriptional activity in RMG-I cells. RMG-I TPO-luciferase reporter, SteadyGlo, 24 h. inhibition, % at 12.6 µM. 1.2% of 360,000 active;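 active = mean replicate inhibition at least 60% with every replicate also reaching 60%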;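 note: luciferase light reporting Pax8 driven TPO promoter activity; plate controls were median of neutral control wells for no effect and mitoxantrone controls for full effect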
# Numbers without * were called inactive; . = no result given; & = joins results of further samples.
mol	LGR2 inh	ARNT-TACC3 inh	Cneo AK release	GSIS activator	PglD DTNB	PGC1a acetyl inh	Statin myotox sup	PAX8 reporter
C[C@H]1CN([C@@H](C)CO)S(=O)(=O)c2ccc(-c3ccc(F)cc3)cc2O[C@H]1CN(C)C(=O)Nc1ccc(F)cc1	10	.	.	-10	.	5	-9	.
CCOC(=O)c1cc2n(n1)C(C(F)(F)C(F)(F)F)CC(C)N2 (stereo unspecified)	.	-6	0	.	.	-2	-8	.
O=C(CC1CC1)Nc1ccc2c(c1)[C@H]1C[C@@H](CC(=O)N3CCOCC3)O[C@@H](CO)[C@H]1O2	-6	-2	3	10	13	-2	-4	-2
COc1ccc(CNC(=O)CN2CCN(c3ccccc3)CC2)cc1	24	3	2	-6	2	5	4	-5
COc1cccc(C(=O)Nc2ccc3[nH]c(=O)[nH]c3c2)c1OC	23	-3	-1	-3	-3	8	7	-6
CN(C(=O)CSc1nnnn1-c1ccc(O)cc1)C1CCS(=O)(=O)C1 (stereo unspecified)	7	2	-1	2	1	4	-4	22
CCCCN1C[C@H](O)[C@@H](O)[C@H](O)[C@H]1CO	0	-4	0	1	2	.	3	-14
CN(c1ccccc1)S(=O)(=O)c1ccc(Cl)c(C(=O)OCC(=O)c2c(N)n(C)c(=O)n(C)c2=O)c1	13	.	-1	-22	2	-7	2	9
N#Cc1cc2cc3c(cc2nc1N1CCOCC1)OCO3	.	-5	-1	.	-2	-3	10	.
COP(=O)(OC)C(=NNS(=O)(=O)c1ccc(C)cc1)c1ccccc1	6	.	-1	.	2	-6	5	-6
CCC(=O)Nc1cccc(C2=NN(c3ccccc3)C(c3ccc(OC)cc3)C2)c1 (stereo unspecified)	-6	-20	1	10	-6	-8	3	4
CCC(C)(C)C1CCC2(CC1)NC(=S)N(c1ccccc1)N2 (stereo unspecified)	-21	1	.	0	.	.	2	0
O=C(COC(=O)CC1CC2CCC1C2)Nc1ccc(F)cc1Cl (stereo unspecified)	-3	-15	0	-22	0	-2	11	1
C[C@H]1CN([C@@H](C)CO)C(=O)c2cc(NC(=O)Nc3ccc4c(c3)OCO4)ccc2O[C@H]1CN(C)Cc1ccc(-c2ccccc2)cc1	5	11	4	1	-2	1	.	.
CC(NC(=O)Cn1cccc1C(=O)c1ccccc1)c1ccc2c(c1)OCCO2 (stereo unspecified)	8	0	.	-15	.	1	.	3
CCOc1ccc2[nH]c(=O)c(CN(CC3COCCO3)C(=O)C3CC3)cc2c1 (stereo unspecified)	.	-20	2	.	0	4	.	1
C[C@@H]1CN([C@@H](C)CO)S(=O)(=O)c2ccc(C#CC3(O)CCCC3)cc2O[C@H]1CN(C)C(=O)Cc1cccnc1	12	-6	-4	21	2	-8	-36	7
O=C(CSc1nnc(-c2ccc(O)cc2)o1)N1CCOCC1	.	-7	0	.	1	2	.	.
COc1ccc(C(=O)NNC(=O)c2ccc3ccccc3n2)cc1	-49	.	-2	12	-3	16	5	-12
CC(C)N(C(=O)c1ccc(Cc2cn(C)c3ccccc23)nc1)C(C)C	-8	.	2	-12	-1	.	7	29
O=C(NCc1cccnc1)[C@@H]1CC=C[C@@H]2CCN(Cc3ccccc3)C(=O)[C@@H]21	2	.	2	5	5	.	-14	-2
CCOC(=O)N1CCN(C(=O)CCc2ccc(S(=O)(=O)NCCc3ccccc3)cc2)CC1	-8	-4	-2	-22	2	3	3	.
O=C(COC(=O)CCS(=O)(=O)c1ccccc1)Nc1ccc(N2CCCCC2)cc1	17	-36	-3	5	7	1	-1	-9
Cc1cccc(N2CCN(C3CCCCC3NS(=O)(=O)c3ccccc3)CC2C)c1 (stereo unspecified)	.	-3	0	.	-6	-41	14	.
O=C(Cc1cccc2ccccc12)NNC(=O)c1cccs1	.	1	1	.	0	-2	.	.
Nc1nc(-c2ccc(Cl)cc2)cn1N	.	-2	0	.	3	-7	-10	.
COc1ccccc1N1C(=NC(=O)C(C)Oc2ccccc2)SC2CS(=O)(=O)CC21 (stereo unspecified)	-5	8	2	-8	-1	-3	5	13
CCCc1c(C(=O)Nc2ccc(C(F)(F)F)cc2)cnn1-c1ccccc1	-16	.	.	10	.	5	.	39
NC(Cc1c[nH]c2ccccc12)C(=O)Nc1ccccc1 (stereo unspecified)	.	-1	4	.	-1	-1	3	.
Clc1ccccc1CN1CCC(Cc2ccccc2)CC1	-5	-3	-1	0	1	4	-1	4

# Individual results from the results shown.
# O=C(Cc1cccc2ccccc12)NNC(=O)c1cccs1 @ Cneo AK release: 1
# CCOC(=O)N1CCN(C(=O)CCc2ccc(S(=O)(=O)NCCc3ccccc3)cc2)CC1 @ ARNT-TACC3 inh: -4
# NC(Cc1c[nH]c2ccccc12)C(=O)Nc1ccccc1 (stereo unspecified) @ Cneo AK release: 4
# CCCc1c(C(=O)Nc2ccc(C(F)(F)F)cc2)cnn1-c1ccccc1 @ GSIS activator: 10

# Further records follow.
mol	LGR2 inh	ARNT-TACC3 inh	Cneo AK release	GSIS activator	PglD DTNB	PGC1a acetyl inh	Statin myotox sup	PAX8 reporter
CCS(=O)(=O)C1=NSC2=NC(=O)/C(=C\c3ccc(OC(=O)c4ccco4)c(OC)c3)C(=N)N21	13	5	-3	1	-3	.	3	-3
Cc1ccc(S(=O)(=O)Oc2ccccc2[N+](=O)[O-])cc1	-18	9	-2	.	1	-14	-3	-22
O=C(O/N=C1\CCCc2ccccc21)C1CC1	5	-2	0	9	-9	4	5	-3
Cc1nn(C)c(C)c1NC(=O)c1ccc(Cl)cc1	6	-2	0	25	-4	12	3	.
Cc1cc(=O)oc(C)c1C(=O)N1CCN(C(c2ccccc2)c2ccccc2)CC1	.	-1	3	.	-3	.	4	.
CCC(C)N(C(=O)CSc1nnnn1-c1ccccc1OC)C1CCS(=O)(=O)C1 (stereo unspecified)	.	-1	-1	0	3	10	3	15
O=C(C[C@H]1C[C@H]2c3cc(NC(=O)Nc4ccc(F)cc4)ccc3O[C@H]2[C@@H](CO)O1)NCC1CC1	-6	-10	-2	-1	6	-1	-1	-4
O=C(NCc1cccnc1)c1ccc(Cl)c(S(=O)(=O)N2CCOCC2)c1	18	-3	0	-6	7	0	-4	.
CC1CN(c2nc(-c3ccccc3)nc3ccccc23)CC(C)O1 (stereo unspecified)	-9	-2	6	9	0	-10	8	.
C=CCn1c(SCC(N)=O)nc(C)cc1=O	.	-6	1	.	2	7	7	.

# Arranged by molecular weight (falling): three of the compounds above
mol	LGR2 inh	ARNT-TACC3 inh	Cneo AK release	GSIS activator	PglD DTNB	PGC1a acetyl inh	Statin myotox sup	PAX8 reporter
Cc1cc(=O)oc(C)c1C(=O)N1CCN(C(c2ccccc2)c2ccccc2)CC1	.	-1	3	.	-3	.	4	.
Cc1nn(C)c(C)c1NC(=O)c1ccc(Cl)cc1	6	-2	0	25	-4	12	3	.
C=CCn1c(SCC(N)=O)nc(C)cc1=O	.	-6	1	.	2	7	7	.

# The list continues:
mol	LGR2 inh	ARNT-TACC3 inh	Cneo AK release	GSIS activator	PglD DTNB	PGC1a acetyl inh	Statin myotox sup	PAX8 reporter
CC1(C)C2CCC1(C)C(OC(=O)CNc1ccccc1)C2 (stereo unspecified)	-4	-2	0	-18	0	-1	.	-11
Fc1ccc(-c2csc(NC(=S)Nc3ccccc3)n2)cc1	-1	-5	14	12	2	.	-50	-6
COCC(C)NC(=O)c1oc2c(c1C)C1(CCC2)SCCS1 (stereo unspecified)	18	-2	.	13	.	.	.	-1
CCOC(=O)C1CCCN(C(=O)c2cc(Cl)ccc2NC(=O)C2=C(C)OCCS2)C1 (stereo unspecified)	-3	-1	-2	-3	-4	-11	-3	1
COCCN(C(=O)Cc1cccs1)c1nnc(-c2cccnc2)s1	.	-3	0	.	6	17	7	-5
CC(O)(c1ccccc1)c1nc(-c2cccc(F)c2)cs1 (stereo unspecified)	-16	.	-5	-19	6	-16	-4	-30
COc1ccc(N2CCN(S(=O)(=O)c3ccc(Cl)c(C(F)(F)F)c3)CC2)cc1	.	-6	2	.	-3	-8	.	.
C[C@H](CO)N1C[C@H](C)[C@@H](CN(C)S(=O)(=O)c2cn(C)cn2)Oc2ccc(NS(=O)(=O)c3ccc(Cl)cc3)cc2CC1=O	33	-5	0	-4	-2	10	12	.
CC1(c2ccccc2)CC(C)(C)N(C(=O)c2cc([N+](=O)[O-])cc([N+](=O)[O-])c2)c2ccccc21 (stereo unspecified)	10	1	.	11	.	.	.	-132
CCn1c(SCC(=O)Nc2ccc(OC)cc2)nc2nc3c(cc2c1=O)CCCC3	10	1	7	.	-2	-41	.	-9
CC(C)NC(=O)Nc1ccc2c(c1)CC(=O)N([C@@H](C)CO)C[C@H](C)[C@H](CN(C)C)O2	-17	.	-3	0	-3	-5	5	-1
COc1ccc(CCNCc2ccc(OCC(=O)N3CCCCC3)c(OC)c2)cc1OC	1	-2	4	14	6	3	10	-5
COc1ccc(-n2ccnc(SCC(=O)NC3CCCC3)c2=O)cc1	2	8	0	3	1	-19	21	3
COc1ccc(C(=O)Cn2ccsc2=NC(C)=O)cc1	-8	-4	.	6	.	.	.	12
CC(C)CN(C(=O)COC(=O)c1ccc(-c2ccccc2)cc1)C1CCS(=O)(=O)C1 (stereo unspecified)	22	-4	2	2	0	3	12	1
COc1ccc(S(=O)(=O)Nc2ccc3c(c2)[C@H]2C[C@@H](CC(=O)O)O[C@H](CO)[C@H]2O3)cc1	8	-2	-1	-1	-2	-2	3	.
CCN(CC)S(=O)(=O)c1ccc(N2CC(C(=O)N3Cc4ccccc4CC3C(N)=O)CC2=O)cc1 (stereo unspecified)	5	5	-2	-8	6	7	-14	13
C[C@H](CO)N1C[C@H](C)[C@@H](CN(C)Cc2ccc3c(c2)OCO3)Oc2ccc(N(C)C)cc2CC1=O	-10	2	38	15	-2	-5	-10	20
O=c1[nH]c2c(s1)C=Nc1ccccc1N2	.	11	0	.	0	-14	14	.
NC(=O)c1ccsc1NC(=O)CN1C(=O)C2CC=CCC2C1=O (stereo unspecified)	.	0	-3	.	12	.	.	20
COc1ccc(NS(=O)(=O)c2ccc(N3CC(O)=C(c4ccccc4)C3=N)cc2)cc1	0	1	-1	21	-1	2	.	6
COc1cc(/C=C2\C(=O)N(c3ccc(NC(C)=O)cc3)N=C2c2ccccc2)ccc1O	-3	9	0	-21	4	.	2	11
CCNc1ccc(S(=O)(=O)NCCN(C)C)cc1[N+](=O)[O-]	7	-7	.	14	.	18	9	-21
C[C@@H]1CN([C@H](C)CO)S(=O)(=O)c2ccc(Br)cc2O[C@H]1CN(C)CC1CCOCC1	9	30&2	0&-2	-46	0&2	-8&0	-30&-43	-9&-3&0
O=S(NCc1ccccc1)C12CC3CC(CC(C3)C1)C2 (stereo unspecified)	16	-1	6	33	0	7	4	.
O=C(Nc1ccc2c(c1)OCO2)N[C@@H]1CC[C@H](CCNC(=O)C2CCCCC2)O[C@H]1CO	18	-7	1	6	-1	-11	8	2
COc1ccc(C2NC(=O)C(C)S2)cc1 (stereo unspecified)	-5	1	-1	3	-14	-4	-21	.
CN1CCN(C2Cc3cc(Cl)ccc3Sc3cc(F)ccc32)CC1 (stereo unspecified)	2	6	.	4	.	.	.	10
Cc1ccsc1/C=N/NC(=O)c1sccc1C	.	1	-2	.	1	14	-3	.
Cc1c(C)c([N+](=O)[O-])c(C)c(C)c1N	-7	-5	.	-3	.	.	.	-17
CN(C)C(=O)COC(=O)c1ccccc1NC(=O)c1ccco1	1	-3	.	2	.	.	.	-2
CC(C)=CCn1c2ccc(NC(=O)Nc3ccc(N(C)C)cc3)cc2c(=O)n1C	-16	.	-1	.	-1	25	-23	3
COC(=O)c1cc(NC(=O)c2ccc(F)cc2)cc(C(=O)OC)c1	9	-26	.	-7	.	-21	.	5
Cc1cc(/C=N/n2cnnc2)c(C)n1-c1ccccc1	7	0	.	4	.	5	.	.

# The order is random. About 2.9% of those tested had a hit in this group.
